Screens from PubChem.
HT29 cell growth-1 = HT29 colon tumor cell growth inhibition, primary screen, imaging, high content imaging, 48 h, CellTiter-Glo (AID 771); HT29 cell growth, HCS imaging cell count, 48 h; active compounds read high; growth inhibition, % at 10 µM; 2% of 3,300 active;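 active = growth inhibition above 90%, meaning viable cell count by imaging cut by more than 90% versus vehicle controls; inactive = growth inhibition below 90%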;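 note: percent fewer viable cells counted by imaging than vehicle controls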
A549 proliferation = A549 NSCLC cell proliferation inhibitors – ATP luminescence, human non-small cell lung line, primary screen (AID 371); 8.4% of 3,300 active; A549 growth inhibition, ATP luminescence; active compounds read high; growth inhibition, % at 10 µM;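 active = mean growth inhibition over the two runs of 50% or more; inactive = mean growth inhibition under 50%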;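 note: compound exposure lasted 72 h before the ATP read; 0% = untreated cell signal and 100% = no luminescence left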
HT29 cell growth-2 = HT29 colon tumor cell growth inhibition, primary screen, imaging, high content imaging, 24 h, CellTiter-Glo (AID 770) | 3,300 tested, under 10 active | growth inhibition, % at 10 µM | HT29 cell number by imaging, 24 h; active compounds read high;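 active = growth inhibition above 90% in viable cell count at a single dose; inactive = growth inhibition below 90%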
AID772 = HT29 colon tumor cell growth inhibition, primary screen, imaging, high content imaging, 72 h, CellTiter-Glo (AID 772); 0.6% of 3,300 active; growth inhibition, % at 10 µM; HT29 cell growth, HCS imaging cell count, 72 h; active compounds read high;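 active = growth inhibition above 90%, meaning viable cell count cut by more than 90% versus vehicle controls; inactive = growth inhibition below 90%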
AID364 = Jurkat cell viability reduction – Jurkat E6.1, NIH starter set, primary screen (AID 364); 2% of 3,300 active; inhibition, % at 4 µM, or CC50 in µM where a hit was titrated; Jurkat E6.1 viability, ATP luminescence, 48 h; higher % means a stronger effect;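 active = concentration giving half-maximal inhibition at or below 20 micromolar; inactive = half-maximal concentration above 20 micromolar, or not dose tested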;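 note: 100% = cells treated with 4 µM doxorubicin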
HT29 cell growth-2 condensed nuclei = second read-out of HT29 cell growth-2, no call of its own (marks repeat the call); condensed nuclei, %; measured here: percent cells with condensed nuclei;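 share of cells whose nuclear area falls below control median minus 1.5 SD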
HT29 cell growth-2 ATP viability = further read-out of HT29 cell growth-2, marked with its call; growth inhibition, %; measured here: ATP CellTiter-Glo viability
HT29 cell growth-1 condensed nuclei = further read-out of HT29 cell growth-1, marked with its call; condensed nuclei, %; measured here: percent cells with condensed nuclei;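 condensed means Hoechst nuclear area under control median minus 1.5 SD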
HT29 cell growth-1 ATP viability = also measured in HT29 cell growth-1; calls as there; growth inhibition, %; measured here: ATP CellTiter-Glo viability inhibition
AID772 condensed nuclei = also measured in AID772; calls as there; condensed nuclei, %; measured here: percent cells with condensed nuclei;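 condensed means nuclear area below control median minus 1.5 SD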
AID772 second = recorded beside AID772, whose call it bears; growth inhibition, %; measured here: ATP CellTiter-Glo viability
Starred values were filed as active, the others as inactive; i = inactive; / = not tested or not shown. These rows are one share of the data; rates above refer to the full screens.

SMILES	HT29 cell growth-1	HT29 cell growth-1 condensed nuclei	HT29 cell growth-1 ATP viability	A549 proliferation	HT29 cell growth-2	HT29 cell growth-2 condensed nuclei	HT29 cell growth-2 ATP viability	AID772	AID772 condensed nuclei	AID772 second	AID364
Cc1ccc(C2CC(c3cccs3)n3nc(N)nc3N2)cc1 (stereo unspecified)	47.2	2.3	18.2	17.9	-35.1	2.4	11.4	17.6	2.4	39.4	-4.6%
CC(=NC1CCCC1)c1c(C)[nH]n(-c2nc3ccccc3s2)c1=O	57.5	1.4	41.7	26.4	-2.6	3.1	2.5	0.0	9.2	11.8	-7.4%
COc1ccc(/C(O)=C2/C(=O)C(=O)N(CCN3CCOCC3)C2c2ccccn2)cc1 (stereo unspecified)	6.3	12.7	-20.0	7.6	36.5	2.6	6.0	-57.5	6.5	-45.4	3.0%
Cc1c(C)n(C(=O)CSc2nccn2C)c2ccccc12	37.3	2.2	0.5	-7.7	-20.1	2.1	2.5	-10.9	13.7	-4.8	5.4%
Cc1cc(C)n(CC(=O)n2c3c(c4ccccc42)CCCC3)n1	-26.5	0.4	-14.9	21.5	-18.2	1.2	1.7	19.6	2.7	2.0	-6.8%
CSc1nc(NC(C)=O)nc(C)c1Cl	13.4	1.6	-2.3	3.9	-29.3	2.6	-16.6	-101.5	1.5	-55.5	0.0%
CN1CCc2c(n(CC(O)CN3C(=O)c4ccccc4S3(=O)=O)c3ccccc23)C1=O (stereo unspecified)	-4.2	1.1	-20.6	-5.3	4.0	8.1	-10.2	-27.5	4.9	6.9	4.1%
CC(C)(C)NCC(O)c1cc(O)cc(O)c1 (stereo unspecified)	12.2	1.8	/	2.9	-5.2	1.4	-17.5	-105.3	1.3	-27.8	9.3%
Cc1ccc(-c2nn3c(-c4cccc(Cl)c4)nnc3s2)cc1	72.4	5.0	51.0	45.0	59.2	10.3	30.4	-2.5	24.1	45.4	9.4%
Cc1cc(C)cc(CC2CC(=O)N(c3cc(C)on3)C2=O)c1 (stereo unspecified)	12.1	1.9	-13.3	1.6	-14.1	3.5	-15.3	2.6	7.2	-16.1	1.7%
COC(=O)C1=C(C)N=C2SC(C)C(=O)N2C1c1cccc(F)c1 (stereo unspecified)	5.2	2.4	17.7	-7.8	-11.4	3.0	8.7	8.5	3.4	14.7	14.7%
C=CCn1c(SCC#N)nc2c(c1=O)C(C)(C)Cc1ccccc1-2	29.8	1.9	15.4	28.8	-5.7	3.8	3.3	24.1	15.7	-0.8	-6.2%
COC(=O)c1ccc(-c2sc3nc(N4CCOCC4)c4c(c3c2N)CC(C)(C)OC4)o1	-22.4	3.5	-19.7	13.2	44.2	5.9	-6.2	-25.5	4.3	-86.2	-4.0%
O=S(=O)(c1ccc(Cl)cc1)N1CCC(N2CCCCCC2)CC1	-4.2	1.7	-6.0	6.3	-3.0	4.1	-8.2	27.5	1.6	9.4	9.2%
COC(=O)c1c(C)noc1-c1cc(C)on1	7.0	4.0	-19.7	-0.9	3.8	0.8	-4.7	-75.6	2.8	-43.2	-0.1%

2 entries drawn at random from the list so far:
SMILES	HT29 cell growth-1	HT29 cell growth-1 condensed nuclei	HT29 cell growth-1 ATP viability	A549 proliferation	HT29 cell growth-2	HT29 cell growth-2 condensed nuclei	HT29 cell growth-2 ATP viability	AID772	AID772 condensed nuclei	AID772 second	AID364
Cc1c(C)n(C(=O)CSc2nccn2C)c2ccccc12	37.3	2.2	0.5	-7.7	-20.1	2.1	2.5	-10.9	13.7	-4.8	5.4%
CN1CCc2c(n(CC(O)CN3C(=O)c4ccccc4S3(=O)=O)c3ccccc23)C1=O (stereo unspecified)	-4.2	1.1	-20.6	-5.3	4.0	8.1	-10.2	-27.5	4.9	6.9	4.1%

(listing goes on)
SMILES	HT29 cell growth-1	HT29 cell growth-1 condensed nuclei	HT29 cell growth-1 ATP viability	A549 proliferation	HT29 cell growth-2	HT29 cell growth-2 condensed nuclei	HT29 cell growth-2 ATP viability	AID772	AID772 condensed nuclei	AID772 second	AID364
CCC(=O)O[C@@H]1CC(=O)O[C@H](C)CC=CC=C[C@@H](O)[C@H](C)C[C@H](CC=O)[C@H](O[C@H]2O[C@H](C)[C@@H](O[C@H]3C[C@@](C)(O)[C@@H](OC(=O)CC)[C@H](C)O3)[C@H](N(C)C)[C@H]2O)[C@H]1OC	-45.8	1.9	/	-1.0	29.8	1.5	-18.0	-45.9	2.2	-13.7	15.1%
c1ccc(C2Nc3ccccc3-c3nc4ccccc4n32)nc1 (stereo unspecified)	62.5	3.8	16.8	26.0	35.5	5.8	13.2	42.0	4.7	42.4	-2.5%
CCOC(=O)c1nc(N)c(C(=O)OCC)[nH]1	51.2	1.1	-15.4	6.8	38.6	1.1	-15.1	-14.6	5.5	-24.6	-5.4%
N#Cc1c(N)sc(=S)c2c1CCCCC2	-72.1	2.4	-10.7	10.2	-24.3	1.5	-11.4	6.4	12.8	-26.5	1.9%
CCOC(=O)CC(=O)CSc1nc(N)c(C#N)c(-c2ccc(Cl)cc2)c1C#N	0.5	1.1	-3.7	5.5	-25.1	2.2	-10.7	-55.4	1.8	-17.2	9.6%
O=C(C1CCCCC1)N1CCCn2c1nc1ccccc12	25.6	3.2	-7.7	10.2	-30.4	5.8	2.4	-28.1	8.2	1.0	1.8%
CC1(C)Cc2ccccc2-c2c1c(=O)n(-c1ccccc1)c1nnnn21	52.3	2.8	15.4	3.3	34.6	4.8	2.7	18.4	8.4	29.8	-3.6%
C[n+]1cccc(CNC(=O)/C=N/O)c1	6.7	2.2	-5.1	4.7	-58.3	3.0	-10.0	-56.9	4.5	-42.2	-4.5%
OC(CCN1CCCCC1)(c1ccccc1)c1ccccc1	-10.9	2.6	/	-1.4	-10.1	1.2	-11.4	21.8	2.0	-15.7	1.8%
COC(=O)C1CCN(c2nc3ccccc3nc2C(C#N)C(=O)NCCc2ccccc2)CC1 (stereo unspecified)	30.0	3.6	5.5	17.7	7.2	3.4	11.0	64.9	15.0	16.7	-2.9%
O=C1C2ON(c3ccccc3)C(c3ccncc3)C2C(=O)N1c1ccccc1 (stereo unspecified)	4.4	2.8	-4.8	-3.8	27.4	6.6	-4.9	-9.4	14.6	-27.4	-7.8%
Cc1cccc(-c2nc(C#N)c(NC3CCCCC3)o2)c1	81.5	34.0	59.0	34.3	9.4	13.0	14.6	62.0	24.4	61.8	-0.3%
CCOc1ccc(-c2nn3c(-c4ccc(OC)cc4)nnc3s2)cc1	10.5	2.8	4.5	23.0	-52.8	3.8	6.4	-47.4	8.2	-13.6	2.4%
O=C(CN1C(=O)c2ccccc2C1=O)OCN1C(=O)c2ccccc2C1=O	-7.8	1.5	-22.0	-1.7	9.1	3.7	-0.5	26.3	2.0	-20.2	1.3%
CC1=NS(=O)(=O)c2cc(Cl)ccc2N1	-10.1	1.9	/	3.6	-31.6	4.4	-13.0	8.5	7.6	-5.6	-8.8%

Some of these compounds in order of the AID772 condensed nuclei value, largest number first:
Molecule	AID772 condensed nuclei
O=C(C1CCCCC1)N1CCCn2c1nc1ccccc12	8.2
CCOC(=O)c1nc(N)c(C(=O)OCC)[nH]1	5.5
c1ccc(C2Nc3ccccc3-c3nc4ccccc4n32)nc1 (stereo unspecified)	4.7
C[n+]1cccc(CNC(=O)/C=N/O)c1	4.5
CCOC(=O)CC(=O)CSc1nc(N)c(C#N)c(-c2ccc(Cl)cc2)c1C#N	1.8

Further results follow:
SMILES	HT29 cell growth-1	HT29 cell growth-1 condensed nuclei	HT29 cell growth-1 ATP viability	A549 proliferation	HT29 cell growth-2	HT29 cell growth-2 condensed nuclei	HT29 cell growth-2 ATP viability	AID772	AID772 condensed nuclei	AID772 second	AID364
Cc1cc(=O)oc(C)c1C(=O)n1nc(C)c2c1C[C@@H]1[C@H]2C1(C)C	12.3	1.9	9.5	11.6	-20.8	2.4	5.4	40.3	5.7	35.6	-5.6%
Cc1cc(=O)oc(C)c1C(=O)NCCNC(=O)c1c(C)cc(=O)oc1C	18.5	2.0	11.0	2.9	13.2	3.1	-1.8	5.2	2.1	-5.2	0.9%
COc1ccc(/C=C/C2=NC(=C\N(C)C)/C(=O)O2)cc1	33.1	2.6	-2.4	17.4	-1.5	2.5	5.3	23.7	10.8	16.5	-13.4%
CC(=O)c1cc(C#N)c(SCc2ccncc2)nc1C	3.5	1.7	-0.6	1.3	19.7	4.2	-7.2	26.3	4.2	11.0	0.4%
O=C(O)/C=C/c1ccc(O)c(O)c1	-2.0	2.2	/	-1.3	8.1	4.3	7.8	49.1	2.4	18.4	-2.0%
COc1ccc(Oc2nc3c(c(=O)n(C)c(=O)n3C)n2Cc2cccc(OC)c2)cc1	24.4	4.9	-8.5	27.7	12.4	4.0	-5.2	-78.8	3.9	-59.2	-1.8%
COc1cc(-c2nn3c(-c4ccccn4)nnc3s2)cc(OC)c1OC	-7.4	1.0	-19.5	-8.1	-3.0	2.9	-13.2	-14.7	1.4	-57.4	-2.3%
c1ccc(Cc2nn[nH]n2)cc1	-28.9	5.2	-16.7	-0.2	-20.7	4.7	-4.4	14.9	4.7	-16.9	-1.0%
O=C(CN1C(=O)c2ccccc2S1(=O)=O)NCCSCc1ccco1	27.1	3.6	10.7	-1.4	-36.8	4.8	3.4	36.4	3.4	6.9	-5.2%
N#CC1=C(N)NC(SCc2ccc(F)cc2)=C(C#N)C12CCCCC2	95.4*	27.3*	69.3*	84.3*	48.1	11.5	13.9	58.5	41.1	88.0	8.19µM*
CN1CCc2c(sc3ncn4nc(-c5ccccc5O)nc4c23)C1	67.2	4.3	11.2	21.3	8.6	3.3	17.1	28.6	5.6	35.0	2.9%
Cc1cc(C)c(-n2c(O)c(C=NCCN3CCOCC3)c(=O)[nH]c2=O)c(C)c1	17.8	2.3	-6.6	-6.4	30.9	2.8	3.8	-35.5	2.5	-25.4	-2.8%
Cc1cccc(NC(=O)c2cc(N3CCOCC3)nc3ccccc23)c1	-13.1	2.1	-7.2	2.9	-3.0	3.8	-8.8	-15.5	2.7	-14.5	-0.2%
Cc1cc(Cl)ccc1OCC(=O)OC(C)C(=O)N(C)C (stereo unspecified)	36.8	0.9	-20.8	-1.0	-7.9	3.9	-3.6	-6.3	4.0	-11.4	-6.7%
CCc1nc2sc3c(c2c(=O)o1)CCCC3	48.6	1.6	19.2	9.6	-25.2	2.4	-2.1	35.5	9.9	4.2	3.0%
O=C(CSc1nnc(-c2ccco2)c(-c2ccco2)n1)Nc1ccccc1	-12.5	2.6	2.0	2.1	-34.5	3.8	0.1	30.0	5.0	13.7	0.1%
CC(C)NCc1c(O)c(Br)cc2oc3c(c12)CCCC3	-51.7	2.6	-9.3	2.5	-34.4	1.9	-13.5	-18.1	2.1	-9.2	i
COc1cccc(C2/C(=C(/O)c3cnn(-c4ccccc4)c3C)C(=O)C(=O)N2CCN(C)C)c1OC (stereo unspecified)	23.0	3.8	5.3	-0.9	15.7	3.3	-3.5	18.7	9.2	5.8	-1.5%
CC1(C)CNC(=O)c2sc(N3CCOCC3)nc2C1	17.2	20.3	25.0	21.1	35.9	6.0	22.2	10.4	8.3	29.5	-5.8%
CC(C)Oc1ccc2c(=O)c(-c3ccccc3)coc2c1	-29.7	1.5	/	26.9	-58.8	2.3	-18.8	-37.2	1.7	-15.6	-13.9%
C=CCOC(=O)C1=C(C)OC(N)=C(C#N)C1c1ccoc1 (stereo unspecified)	21.2	6.4	-2.4	-4.1	-19.7	1.6	-3.6	45.6	6.3	21.7	0.0%
COc1cccc2c1C(=O)c1c(O)c3c(c(O)c1C2=O)C[C@@](O)(C(=O)CO)C[C@@H]3O[C@H]1C[C@H](N)[C@H](O)[C@H](C)O1	85.3	34.0	/	82.1*	84.2	0.0	0.0	68.4	25.0	75.2	0.261µM*
CC(=O)Oc1ccccc1C1OCCN1C(C)=O (stereo unspecified)	-37.3	2.8	-10.4	-4.3	13.7	7.7	7.3	24.1	3.3	11.5	-17.2%
OCCOCCNc1ncnc2c1cnn2-c1ccccc1	-1.4	4.0	0.3	5.3	18.6	2.3	4.4	-23.7	3.7	3.1	0.0%
Cc1ccc(C(=O)/C=C/Nc2cccc(O)c2)cc1	8.9	1.5	-13.3	37.1	2.7	3.0	1.8	-104.5	4.4	-42.9	3.7%
